Bioassay records as filed in PubChem BioAssay.
ELG1 genotoxic – inducers of genotoxicity in HEK293T ELG1-luciferase cells; HEK293T ELG1-luciferase reporter, luminescence, 16 h; Potency, µM (doses to about 46 µM), for the others: at the top dose activity change, positive = activation, usual class: activators; 330,000 compounds, 1.3% hits; note: potency is the fitted concentration of half-maximal effect; % of control where 0% means no effect; nearly all actives have a fitted effect of over 60% in size
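Reporter readout depends on ELG1 protein level, which increases with genetic stress. After 16 hr compound exposure at 37 °C, luciferase activity was quantified using ONE-Glo.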
p53 reactivator – mutant p53 re-activation in reporter cells; H1299 p53-A138V BP100-luciferase reporter, luminescence, 24 h; Potency, µM (doses to about 92.2 µM), for the others: at the top dose activity change, positive = activation, hits mostly activators; 320,000 compounds, 0.063% hits; note: potency is the fitted concentration of half-maximal effect; % of control where 0% means no effect; nearly all actives have a fitted effect of over 45% in size
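H1299 (p53-null), stable ts p53-A138V + BP100-Luc; 1000 cells/well, Opti-MEM/10% FBS; cpd 4 pt, 1:5; 24 h, 37 deg C, 5% CO2; detection reagent 10 min RT; luminescence.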
PTAP TSG101 blk – blocks PTAP/TSG101 interaction to inhibit HIV-1 budding; Q99816; Fluorescence polarization, FITC-PTAP peptide / Tsg101 binding; Potency, µM (series often up to 115 µM), for inactives: at the highest dose activity change, negative = inhibition, most hits filed as inhibitors; 340,000 tested, under 10 active; active = well fitted inhibition curve with a large enough effect in the main read-out, with a control signal flat, not every such curve was filed as active; inconclusive = small, poorly fitted or top-dose-only effect, or effect the other way, or a change in a side signal; inactive = no such curve, though single readings can be large or run the other way; note: potency is the fitted concentration of half-maximal effect; % of control where 0% means no effect
Target sequence (Q99816 whole entry, looked up): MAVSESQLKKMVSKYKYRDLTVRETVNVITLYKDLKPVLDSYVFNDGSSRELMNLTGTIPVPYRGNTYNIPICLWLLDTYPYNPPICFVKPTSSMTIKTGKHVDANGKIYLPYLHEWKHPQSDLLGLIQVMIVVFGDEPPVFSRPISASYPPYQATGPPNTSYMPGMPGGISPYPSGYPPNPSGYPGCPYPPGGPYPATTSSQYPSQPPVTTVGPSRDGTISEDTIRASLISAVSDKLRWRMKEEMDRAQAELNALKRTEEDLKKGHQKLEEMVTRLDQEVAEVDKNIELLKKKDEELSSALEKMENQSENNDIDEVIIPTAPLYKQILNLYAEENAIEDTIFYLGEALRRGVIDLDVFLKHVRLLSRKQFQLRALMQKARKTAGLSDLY
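Fluorescence anisotropy tracks displacement of a FITC-tagged PTAP peptide (50 nM) from the Tsg101 binding domain (10 uM), following a 20 min room-temperature incubation at pH 7.5.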
USP2a inh – blocks human ubiquitin-specific protease USP2a; O75604; USP2 core, Ub-CHOP2 coupled fluorogenic reporter, 485/531; Potency, µM (doses to about 38.3 µM), without a hit: at the highest dose activity change, negative = inhibition, actives largely listed as inhibitors; 330,000 compounds, 0.01% hits;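 note: potency is the fitted concentration of half-maximal effect; plate controls were DMSO wells for no effect and full inhibition by NEM control for full effect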
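Cell-free coupled assay: 10nM USP2 core preincubated 30min RT with compound in Tris-HCl pH 8.0/CaCl2/CHAPS buffer, then 25nM Ub-CHOP2 and 25nM reporter substrate; fluorescence (Ex 485/Em 531) read after 60min RT, normalized to NEM inhibition, concentration-response curves fitted.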
TRPV1 ag – agonists of human vanilloid receptor 1 (TRPV1) | Q8NER1 | TRPV1-expressing cells, Fluo-8 calcium influx, agonist mode | activation, % at 8.33 µM | 320,000 compounds, 0.19% hits | AID 540275; in the data active = activation above about 80%; inconclusive = between about 30% and that limit; note: 0% is about no effect
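TRPV1-expressing cells were cultured overnight at 35.5C and loaded with Fluo-8 calcium dye for 40 to 90 min at room temperature. After a 10 s baseline, compound was added and calcium influx was read kinetically for 3 min (ex 480/em 520 nm).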
S-ASM inh – blocks human secretory acid sphingomyelinase; P17405; placental ASM, HMU-PC fluorogenic substrate, 60 min; Potency, µM (doses to about 57.5 µM), without a hit: top-dose activity change, negative = inhibition, actives largely listed as inhibitors; 340,000 compounds, 0.006% hits; AID 504937; note: potency is the fitted concentration of half-maximal effect
Target sequence (P17405 47-631 limits assumed): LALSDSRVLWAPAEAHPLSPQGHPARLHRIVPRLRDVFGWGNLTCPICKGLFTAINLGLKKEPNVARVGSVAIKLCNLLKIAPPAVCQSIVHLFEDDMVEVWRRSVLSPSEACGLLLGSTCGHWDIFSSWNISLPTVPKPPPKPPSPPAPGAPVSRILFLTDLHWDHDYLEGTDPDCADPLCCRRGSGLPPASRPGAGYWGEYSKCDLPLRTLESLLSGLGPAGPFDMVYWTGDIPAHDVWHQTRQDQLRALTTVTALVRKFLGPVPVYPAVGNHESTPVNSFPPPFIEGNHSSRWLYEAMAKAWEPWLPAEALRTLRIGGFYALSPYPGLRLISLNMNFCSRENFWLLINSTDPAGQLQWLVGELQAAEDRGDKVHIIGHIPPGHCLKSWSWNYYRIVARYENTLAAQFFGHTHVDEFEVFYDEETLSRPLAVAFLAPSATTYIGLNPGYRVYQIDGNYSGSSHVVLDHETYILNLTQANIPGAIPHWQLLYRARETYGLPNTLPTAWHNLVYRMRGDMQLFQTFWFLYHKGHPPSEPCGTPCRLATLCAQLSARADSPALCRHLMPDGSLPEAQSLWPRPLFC
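Steps: dispense placental human ASM, pin compound, wait 10 min at room temperature, add HMU-PC0 substrate at 9 uM final, incubate 60 min at 37 °C, add stop solution raising pH to 10, read fluorescence.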
B2AR arrestin – recruits beta-arrestin to the human beta2-adrenergic receptor. P07550. beta-arrestin recruitment to beta2AR, cell-based reporter. Potency, µM (titrated, usually from 46.1 µM), without a hit: top-dose activation, usual class: activators. 330,000 compounds, 0.02% hits;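 note: potency is the fitted concentration of half-maximal effect; 0% = DMSO controls and full agonism = EC100 isoproterenol or metaproterenol; nearly all actives have a fitted effect of over 65% in size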
BRCA1 expr act – BRCA1 expression activation | MCF7-BRCA1-FFLuc reporter, luminescence, 48 h; response scale: scaled: vehicle 0%, 10 µM genistein 100% | Potency, µM (top dose mostly 46.1 µM), inactives show at the highest dose activation, actives largely listed as activators | 380,000 compounds, 1.1% hits | AID 624202; note: potency is the fitted concentration of half-maximal effect; nearly all actives have a fitted effect of over 80% in size; some results filed as inactive show a strong effect at the top dose
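Using MCF7 cells harboring a BRCA1 firefly luciferase reporter, plated 2 h before compound pinning, the screen measured luminescence after 48 h incubation. Responses were normalized to DMSO and 10 microM genistein, then fitted for concentration-effect.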
a7 integrin act – activates integrin-mediated alleviation for muscular dystrophy | 350,000 compounds, 0.064% hits | alpha7betagal myoblasts, beta-gal FDG fluorescence, 48 h | Potency, µM (top dose mostly 38.3 µM), inactives show at the highest dose activation, actives largely listed as activators;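 note: potency is the fitted concentration of half-maximal effect; 100% = response of the positive control SU9516; nearly all actives have a fitted effect of over 60% in size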
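alpha7betagal+/- myoblasts (passage 13, 250/well) treated 48 h at 37C with compounds at 1:260 dilution of DMSO stock. Lysed, then beta-galactosidase activity read as FDG fluorescence (ex 480/em 540) after 30 min, with pre-read for autofluorescence.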
uPA surface inh – inhibitors of cell surface uPA generation | cell surface uPA generation assay, qHTS | Potency, µM (series often up to 38.3 µM), for inactives: at the highest dose activity change, negative = inhibition, hits mostly inhibitors | 330,000 compounds, 0.31% hits; active = well fitted inhibition curve with a large enough effect; inconclusive = small, poorly fitted or top-dose-only effect; inactive = no such curve, though single readings can be large or run the other way; tested in mouse RAW 264.7 cells; note: potency is the fitted concentration of half-maximal effect; % is set by controls: 0 for no effect and ±100 for the full control effect; nearly all actives have a fitted effect of over 55% in size
Eya2 inh – blocks the phosphatase activity of human Eya2; O00167; recombinant Eya2, OMFP fluorescence dephosphorylation (OMFP is methylfluorescein phosphate); Potency, µM (doses to about 76.9 µM), without a hit: top-dose activity, negative = inhibition, usual class: inhibitors; 330,000 compounds, 0.006% hits; note: potency is the fitted concentration of half-maximal effect; % is set by controls: 0 for no effect and ±100 for the full control effect
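Eya2 protein (added as 0.2 uM solution) was preincubated with compound for 10 min at ambient temperature in 50 mM HEPES pH 7.5, 50 mM NaCl, 5 uM MgCl2, 0.05% BSA, 1 mM DTT. OMFP (added at 50 uM) then reacted 10 min; fluorescence read at 485/525 nm.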
* hit, by the source's call; ? = inconclusive; / = not tested or not shown; [ ] = dose if it differs, or a comment. Unless noted, calls come from the whole dose curve; as a rule, active = well fitted curve in the direction sought with a large enough effect; inconclusive = small, poorly fitted or top-dose-only effect, or another doubt; inactive = no such curve, though single readings can be large; an effect the other way counts as inactive or inconclusive. Rows are unselected. About 2.6% of those tested had a hit in this group.

SMILES	ELG1 genotoxic	p53 reactivator	PTAP TSG101 blk	USP2a inh	TRPV1 ag	S-ASM inh	B2AR arrestin	BRCA1 expr act	a7 integrin act	uPA surface inh	Eya2 inh
OCCC1CN(Cc2cccn2-c2ncccn2)CCN1Cc1ccccc1 (configuration not stated)	-1%	3%	-14%	4%	0	6%	-0.2%	-7%	11%	1%	6%
CCCc1nnc(NC(=O)CCC(=O)N2CCN(S(=O)(=O)c3ccc(OC)cc3)CC2)s1	-2%	0%	0%	2%	1	3%	-0.5%	-12%	-28%	-4%	-14%
Nc1nnc(-c2ccccc2)c(-c2ccccc2)n1	1%	-4%	-4%	0%	2	-3%	-0.4%	-1%	-24%	-5%	9%
CCC(C)n1c(-c2cccc(S(=O)(=O)N3CCOCC3)c2)n[nH]c1=S (configuration not stated)	3%	-5%	-4%	1%	-2	2%	-0.4%	2%	-10%	3%	-7%
O=C(Nc1ccccc1)/C(=C/c1ccc(F)cc1)NC(=O)c1ccco1	1%	-7%	1%	2%	7	-5%	0.1%	-15%	-35%	1%	-8%
Cc1cc2c(=O)n(Cc3ccco3)c(SCC(=O)c3ccc(Cl)s3)nc2s1	-5%	-1%	-4%	-1%	7	-12%	-0.9%	-64%	-30%[7.66 µM]	/	4%
C=CCC[C@H](Cc1ccc(F)cc1)C(=O)OC[C@@H](NC(=O)[C@H](CC=C)CC(=O)NCCO)c1ccccc1	-6%	2%	3%	6%	/	7%	-0.3%	-47%	-2%	6%	5%
O=C(NCCN1CCCC1)c1ccc2c(c1)N(Cc1ccc(F)cc1)C(=O)c1ccccc1S2=O (configuration not stated)	-3%	-2%	-2%	-1%	1	-2%	0.5%	-18%	-38%	-18%	-1%
NS(=O)(=O)c1ccc(NC(=S)NC(=O)C2CCCCC2)cc1	1%	-2%	-1%	5%	1	-4%	4.6%	24%	1%	4%	-2%
CCN(CC)c1ccc(NC(=O)CCN2C(=O)c3ccccc3S2(=O)=O)c(C)c1	1%	-5%	-4%	0%	3	2%	-0.3%	-4%	-16%	0%	13%
COc1ccccc1N1CCN(C(=O)Oc2ccccc2)CC1	6%	8%	5%	-1%	13	4%	0.1%	60%	13%	14%	10%
CCCN(CC1CC1)C(=O)Nc1ccccc1C	0%	-4%	-2%	2%	-2	-2%	0.1%	2%	-1%	-4%	-5%
OC(COCC1COc2ccccc2O1)CN1CCN(c2ccccc2F)CC1 (configuration not stated)	-3%	-4%	-6%	0%	5	-1%	-0.7%	-18%	0%	6%	7%
Cc1noc(/C=C/Nc2ccc(F)cc2F)c1[N+](=O)[O-]	16µM*	?	-8%	2%	2	-6%	0.0%	92%	-27%	-2%	4%
COC(=O)c1cccc(CSc2nnc(-c3ccco3)n2-c2ccccc2)c1	-5%	-4%	-1%	2%	19	-2%	-0.1%	1%	16%	-2%	-24%
Cc1ccccc1NC(=O)COC(=O)CCC(=O)c1cccs1	-1%	7%	-8%	4%	2	4%	-0.2%	-4%	?	4%	-25%
CCOC(=O)c1nn(-c2ccc(OCC)cc2)c2nc(-c3ccco3)c(C#N)c(=O)n12	13%	-4%	1%	7%	-3	285%[activator]	-0.9%	-23%	-16%	-2%	8%
COc1cccc(C(=O)N2CCN(S(=O)(=O)Cc3ccccc3)CC2)c1OC	-3%	-3%	0%	1%	-5	3%	-0.2%	12%	2%	-9%	-3%
CCCC(=O)n1nc(-c2ccco2)nc1N	2%	-8%	-6%	0%	-1	-1%	-1.1%	3%	-15%	0%	2%
Cc1cc(C(=O)Cn2nc(C(=O)O)c3ccccc3c2=O)c(C)n1C1CC1	13%	-2%	-4%	1%	-3	-2%	0.0%	20%	-2%	1%	3%
O=C(Nc1cc(Cl)ccc1-n1cncn1)c1ccco1	/	/	-3%	/	/	6%	/	-22%	0%	-2%	/
COc1cccc(C(=O)Oc2ccc(/C=N/Nc3ccc(C(=O)O)cc3)cc2OC)c1	?	12%	-2%	-3%	4	-22%	-1.0%	-19%	4%	-1%	-4%
O=C(/C=C/c1cccs1)N1CCC2(CC1)Oc1ccc(F)cc1C(=O)C21CC(c2ccccc2)=NO1 (configuration not stated)	-1%	0%	-2%	-2%	18	1%	-0.3%	0%	-18%	17%	-10%
CC(=O)c1cnc(Oc2cc(Cl)ccc2Cl)nc1C	5%	0%	-5%	1%	17	-1%	-0.1%	2%	-1%	11%	-5%
O=C(NCCCN1CCOCC1)c1ccc(NS(=O)(=O)c2ccccc2)cc1	-5%	?	1%	0%	-1	3%	0.1%	-5%	27%	-1%	4%
CC(=O)c1ccc(NC(=O)CSc2ccc3nnc(-c4cccnc4)n3n2)cc1	2%	1%	-6%	-2%	0	0%	0.1%	-8%	?	9%	-2%
CCN1C(=O)C(=O)N(CC(=O)Nc2cccc(C(F)(F)F)c2)C1=O	11%	16%	-2%	-2%	/	-1%	-0.9%	0%	8%	2%	0%
Cc1ccc(C(=O)N(CCc2ccccc2)Cc2ccccc2)cc1S(=O)(=O)N1CCCCC1	-9%	14%	-5%	0%	29	2%	-4.2%	-45%	-53%[inhibitor]	-7%	-9%
Cc1ccc2nc(SCC(=O)N3CCC(Cc4ccccc4)CC3)nc(=O)n2c1	-4%	-6%	-8%	0%	-3	-1%	-0.3%	-38%	-22%	-5%	15%
CCc1nnc(NC(=O)CSc2nc(-c3ccccc3)c(-c3ccccc3)o2)s1	6%	11%	2%	1%	1	6%	-0.1%	-7%	3%	0%	1%
CC(C)(C)N1CC(c2nc3ccccc3n2Cc2ccc(F)cc2)CC1=O (configuration not stated)	-3%	-4%	-1%	8%	16	4%	0.1%	-23%	0%	-1%	-16%
O=C(Nc1ccccc1C(=O)Nc1ccccc1C(=O)O)c1ccccc1	-18%	-1%	-2%	2%	-5	10%	0.2%	-24%	39%	-19%	-1%
O=C(N/N=C/c1cccnc1)c1cccc(NC(=O)c2cccc(Br)c2)c1	-3%	-3%	-1%	1%	4	-3%	-0.8%	0%	4%	0%	5%
COc1ccccc1CNC(=O)COC(=O)Cc1c[nH]c2ccccc12	3%	-2%	-2%	-2%	13	-1%	0.2%	-9%	4%	15%	-10%
CCN(CC)S(=O)(=O)c1ccc(Cl)c(C(=O)NCC2CCCO2)c1 (configuration not stated)	-2%	-5%	-6%	2%	0	-3%	-0.2%	6%	6%	5%	10%
O=C(CN1C(=O)C2C3C=CC(C3)C2C1=O)OCC(=O)c1ccc([N+](=O)[O-])cc1 (configuration not stated)	-1%	6%	-1%	0%	11	5%	-0.3%	-9%	-9%	0%	2%
O=C(CCc1ccccc1)NNC(=O)COc1ccc([N+](=O)[O-])cc1	4%	0%	-1%	1%	-1	0%	0.5%	8%	34%	-7%	3%
COc1ccc(NC(=O)C(=O)NCC(=O)Nc2cc(OC)ccc2OC)cc1	8%	1%	-3%	2%	-5	/	-1.9%	13%	-2%	1%	-7%
COc1ccc(/C=N\NC(=O)c2ccccc2Br)cc1COc1c(F)c(F)cc(F)c1F	/	-12%	-1%	-3%	6	-10%	0.1%	-83%	?	?	3%
CC(NC(=O)c1ccco1)c1nc(-c2ccc(C(C)(C)C)cc2)no1 (configuration not stated)	-1%	8%	-3%	-3%	?	14%	-0.7%	9%	1%	-8%	-3%
C=CCN1C(=O)C2(OCCCO2)c2cccc(C)c21	0%	/	-7%	0%	-4	-1%	-0.9%	0%	-13%	0%	-10%
OCc1cnc(SCc2ccccc2)n1Cc1ccccc1	-1%	16%	-2%	-1%	26	-2%	0.0%	-8%	0%	4%	15%
COc1ccc(Cl)cc1S(=O)(=O)N1CCN=C1Cc1ccccc1	4%	-8%	-3%	4%	3	4%	-0.1%	24%	15%	-1%	-5%
CCCC(=O)OCCNc1cc(Sc2nc3ccccc3[nH]2)c2nonc2c1[N+](=O)[O-]	3%	-27%	-5%	4%	2	-14%	-0.9%	-88%[inhibitor]	-58%[inhibitor]	-4%	-5%
COc1ccc(-c2c(N)n[nH]c2C)cc1OC	-1%	-1%	-1%	-4%	-1	-4%	-0.5%	-12%	11%	-4%	-4%

One compound at a time, from the list above.
COc1ccc(Cl)cc1S(=O)(=O)N1CCN=C1Cc1ccccc1 in the list: ELG1 genotoxic = 4%; p53 reactivator = -8%; PTAP TSG101 blk = -3%; USP2a inh = 4%; TRPV1 ag = 3; S-ASM inh = 4%; B2AR arrestin = -0.1%; BRCA1 expr act = 24%; a7 integrin act = 15%; uPA surface inh = -1%; Eya2 inh = -5%
COc1ccc(-c2c(N)n[nH]c2C)cc1OC in the list: ELG1 genotoxic = -1%; p53 reactivator = -1%; PTAP TSG101 blk = -1%; USP2a inh = -4%; TRPV1 ag = -1; S-ASM inh = -4%; B2AR arrestin = -0.5%; BRCA1 expr act = -12%; a7 integrin act = 11%; uPA surface inh = -4%; Eya2 inh = -4%
